# Compound activity from PubChem BioAssay.
# T cell HTS = T cell immune modulation candidate | 2C CD8+ T cell-vesicle binding, flow cytometry; hits give low values | calls only at 7 µM | 0.068% of 330,000 active | AID 2052;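 active = response, share of CD8 T cells binding vesicles, and their 90th percentile fluorescence all below set limits, cut at about 80% in these data, passing the limit was not always enough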
#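 Test system: purified 2C TCR transgenic mouse naive CD8+ T cells. Probe or stimulus: QL9-peptide-loaded Drosophila micro-vesicles bearing Ld, ICAM-1 and B7-1. Incubation: binding step 1.5 h, 37 °C, antibody labelling 20 min, ice. Measured by: flow cytometry of vesicle-bound cells.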
# West Nile antiviral = inhibition of WNV-induced cytopathic effect – cell-based, CPE readout (AID 1621); West Nile virus-infected cells, CPE inhibition; higher % means a stronger effect; one-dose CPE inhibition, % at 10 µM; IC50 in µM for titrated hits; 0.02% of 290,000 active; in the data active = a potency from the dose series; inconclusive = CPE inhibition mostly from about 3.7% at the one dose, without a potency; inactive = the rest, 99 in 100 with CPE inhibition below about 2.2%; note: strong numbers were not always called active
# KOR beta-arrestin-1 = kappa opioid receptor blockers – cell-based, luminescence, uHTS (AID 1778). KOR beta-arrestin recruitment, luminescence, antagonist mode; higher % means a stronger effect. one-dose inhibition, % at 10 µM; IC50 in µM for titrated hits. 0.091% of 290,000 active; in the data active = inhibition above about 50%; note: strong numbers were not always called active
# KOR beta-arrestin-2 = KOR agonists, beta-arrestin recruitment, primary screen, cell-based, luminescence, uHTS (AID 1777) | KOR beta-arrestin recruitment, luminescence; higher % means a stronger effect | activation, % at 10 µM; hits with a dose series show EC50 in µM | 0.02% of 280,000 active; in the data active = activation above about 50%, passing the limit was not always enough; note: a part of the inactive calls stands beside numbers as strong as those of hits
# PhoP inhibition = PhoP-dependent GFP reporter repression – Salmonella Typhimurium, primary screen (AID 1863). inhibition, % at 50 µM; hits with a dose series show IC50 in µM. 0.16% of 300,000 active. S. Typhimurium PhoP-regulated promoter GFP reporter, 4 h; higher % means a stronger effect;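 active = inhibition over 29.93%, a cutoff 3 SD above the screen mean, later confirmed by dose response; inconclusive = inhibition over 29.93% but no dose response follow-up; inactive = inhibition at most 29.93% or unconfirmed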;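 note: 0% = low Mg2+ inducing control and 100% = high Mg2+ repressing control; strong numbers were not always called active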
# GPR55 beta-arrestin = selective activators of receptor GPR55 – imaging, U2OS cells, beta-arrestin-GFP redistribution, primary screen (AID 1961); U2OS GPR55 beta-arrestin-GFP redistribution imaging; higher % means a stronger effect; activation, % at 10 µM; hits with a dose series show EC50 in µM; 0.048% of 290,000 active;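 active = activation above 40% with more than 50 cells counted in the well; inconclusive = wells holding fewer than 50 cells, flagged as toxic or sparse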;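 note: U2OS osteosarcoma cells stably expressing GPR55 and beta-arrestin-GFP; plate controls were DMSO negative control for no effect and LPI positive control for full effect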
# GPR55 antagonists = inhibition of LPI-stimulated GPR55 beta-arrestin translocation – imaging, U2OS, beta-arrestin-GFP, LPI agonist, primary screen (AID 2013); one-dose inhibition, % at 10 µM; IC50 in µM for titrated hits; 0.13% of 290,000 active; U2OS GPR55 beta-arrestin-GFP translocation imaging, LPI antagonism; higher % means a stronger effect;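 active = spots per cell inhibited over 60%, with over 100 cells counted and total cytoplasm intensity under 500,000; inconclusive = wells with under 100 cells, flagged as likely toxic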;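 note: U2OS cells stably carrying GPR55 and arrestin-GFP stimulated by 5 µM LPI near EC80; imaged beta-arrestin-GFP aggregate spots per cell after agonist stimulation; plate controls were LPI-stimulated DMSO wells for no effect and DMSO wells without LPI for full effect; some results filed as inactive read as strong as hits; confirmed hits need IC50 under 10 µM and bright autofluorescent wells are also inconclusive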
# GPR35 antagonists = GPR35 antagonists blocking zaprinast-driven arrestin recruitment, primary screen, imaging, U2OS, beta-arrestin-GFP, zaprinast agonist (AID 2058) | 0.052% of 290,000 active | U2OS GPR35 beta-arrestin-GFP translocation imaging, zaprinast antagonism; higher % means a stronger effect | inhibition, % at 10 µM, or IC50 in µM where a hit was titrated;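 active = inhibition of at least 50% with at least 30 cells and total cytoplasm GFP at most 10,000,000; inconclusive = under 30 cells or total GFP of 10,000,000 plus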
# NTR1 ag = agonists of NTR1, primary screen, imaging, U2OS cells, beta-arrestin-GFP, high content (AID 493036); P30989; NTR1-U2OS beta-arrestin-GFP spot imaging, agonist mode; activation, % at 20 µM; 0.17% of 330,000 active;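 active = activation at or above 40% of the spot to cytoplasm intensity ratio, with at least 20 cells analyzed; inconclusive = wells under 20 cells, flagged as cytotoxic or low count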;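 note: 0% = DMSO without peptide and 100% = 100 nM NTR1 peptide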
# Target sequence (P30989 whole entry, looked up): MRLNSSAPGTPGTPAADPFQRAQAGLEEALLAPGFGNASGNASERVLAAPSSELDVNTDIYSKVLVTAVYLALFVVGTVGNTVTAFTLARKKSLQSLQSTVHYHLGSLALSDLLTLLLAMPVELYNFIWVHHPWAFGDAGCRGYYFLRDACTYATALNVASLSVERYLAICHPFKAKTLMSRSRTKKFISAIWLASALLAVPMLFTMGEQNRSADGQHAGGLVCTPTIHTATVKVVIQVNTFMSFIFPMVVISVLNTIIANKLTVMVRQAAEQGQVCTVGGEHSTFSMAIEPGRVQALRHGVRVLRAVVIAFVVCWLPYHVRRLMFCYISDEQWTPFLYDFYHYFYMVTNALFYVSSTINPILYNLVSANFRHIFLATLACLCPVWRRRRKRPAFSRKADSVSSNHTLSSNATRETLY
# T cell HTS vesicle-bound % = further read-out of T cell HTS, marked with its call; double positive events, %; measured here: CD8+ vesicle-bound cell fraction;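 binding gate set so that unloaded-vesicle control wells show 10% double positive cells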
# NTR1 ag cell count 20 µM = further read-out of NTR1 ag, marked with its call; cell count; measured here: cell count, cytotoxicity flag
# * marks the source's active call; other numbers are inactive results; i = inactive; ? = inconclusive; · = not tested or not shown; [ ] = another dose, or the depositor's remark.
# Results follow in this order: KOR beta-arrestin-1	GPR55 beta-arrestin	West Nile antiviral	NTR1 ag cell count 20 µM	GPR55 antagonists	KOR beta-arrestin-2	T cell HTS	NTR1 ag	GPR35 antagonists	PhoP inhibition	T cell HTS vesicle-bound %
CC(C)CCNC(=O)NC(=O)COC(=O)/C=C/c1cc(Br)ccc1F
    -21%	-0.4%	0.2%	47	5%	9.6%	i	1.3	20%	-7%	50
Cc1ccc(O)c(NC(=O)C2CC(c3c(F)cccc3Cl)=NO2)c1 (stereo unspecified)
    -46%	-0.2%	-0.7%	44	6%	3.9%	i	-0.5	10%	-13%	16
CCCCNC(=S)NNC(=O)c1csc(C)c1
    -18%	-0.4%	-0.2%	64	7%	-5.1%	i	0.0	4%	-3%	38
CC(C)N(C(=O)COc1ccc(Br)cc1Cl)C(C)C
    21%	-0.2%	-0.6%	86	-8%	-2.8%	i	1.3	11%	-10%	23
Nn1c(Cc2cccc3ccccc23)nnc1SCC(=O)N1CC(=O)Nc2ccccc21
    -16%	-0.1%	0.0%	50	8%	-5.6%	i	-0.8	16%	3%	48
O=C(N/N=C/c1ccc(C(F)(F)F)cc1)c1ccncc1
    -14%	2.3%	-0.5%	64	-1%	-1.5%	i	0.8	-4%	0%	60
CSc1nc2c(c(=O)[nH]1)C(c1ccc(Cl)cc1)CC(=O)N2 (stereo unspecified)
    19%	0.2%	?	87	11%	-2.4%	i	1.1	-1%	5%	45
Cc1cc(C)c(OCC(=O)N(Cc2ccccc2)C2CCS(=O)(=O)C2)c(C)c1 (stereo unspecified)
    -27%	0.2%	-1.1%	36	8%	0.0%	i	2.5	2%	-6%	17
C/C(CC(=O)Nc1ccccc1)=N\NC(=O)COc1ccc(C)cc1Br
    1%	-0.5%	-0.1%	39	13%	-3.2%	i	2.6	3%	-11%	39
CC(C)(C)c1ccc(OCCNC(=S)Nc2ccccc2)cc1
    -42%[20 µM]	0.3%	-1.5%	58	14%	0.7%	i	7.4	1%	-2%	22
CC1=CC(=O)C=CC1(C)C(Cl)(Cl)Cl (stereo unspecified)
    -2%	-0.1%	0.1%	35	-4%	4.3%	i	2.3	1%	8%	32
Cc1ccccc1NC(=O)c1ccc(Nc2c([N+](=O)[O-])cc([N+](=O)[O-])c3ccccc23)cc1
    9.6µM*	-0.2%	-1.4%	65	5%	-13%	i	5.0	-7%	15%	43
CC1CCc2c(sc3ncn(CC(=O)N4CCCCC4)c(=O)c23)C1 (stereo unspecified)
    -6%	0.1%	-0.2%	89	-6%	7.8%	i	1.8	-8%	3%	54
C/C(CC(=O)Nc1c(C)cc(C)cc1C)=N\NC(=O)c1cnccn1
    19%	0.1%	0.0%	53	12%	7.4%	i	1.1	-6%	5%	57
COc1ccc(OCc2nc3ccccc3[nH]2)cc1
    0%	-0.1%	-0.6%	39	0%	2.7%	i	-0.1	0%	14%	19
O=C(NCc1ccccn1)c1ccc(CNS(=O)(=O)c2cccc(C(F)(F)F)c2)cc1
    10%	-0.1%	-0.9%	42	3%	-3.9%	i	0.1	-7%	-3%	57
CCN(C(=O)CSc1nnc(CNc2cccc(OC)c2)n1C1CCCCC1)C1CCS(=O)(=O)C1 (stereo unspecified)
    26%	-0.1%	0.1%	47	23%	-5.2%	i	0.4	1%	3%	31
CCOc1ccc(CN2CCN(Cc3c(C)nn(CC)c3C)CC2CCO)cc1 (stereo unspecified)
    -24%	-0.2%	-0.5%	47	2%	1.2%	i	0.2	5%	-2%	30
CN1CCN(c2ccc([N+](=O)[O-])cc2NC(=O)c2ccccc2Cl)CC1
    -48%	-0.1%	-0.1%	80	-10%	5.5%	i	1.0	21%	-5%	8
C=CCC(=O)N1CCCC(CNC(=O)c2ccc(-c3ccccc3)cc2)C1 (stereo unspecified)
    -11%[20 µM]	-0.1%	-1.3%	60	-10%	2.0%	i	1.0	-2%	·	56
C=CCN1N=C(c2ccc(Cl)s2)CSC1=O
    -10%	0.0%	?	77	13%	-1.9%	i	0.0	10%	15%	62
Cc1noc(C)c1C(c1ccccc1)c1ccccc1
    -23%	-0.2%	1.6%	64	38%	-3.0%	i	2.7	-10%	14%	44
CC(=O)N1CCc2c(sc(NC(=O)Cc3ccccc3)c2C(N)=O)C1
    -31%[20 µM]	0.3%	0.7%	34	-3%	0.4%	i	1.3	-9%	·	23
CC(C)c1ccc(/C=C/C(=O)NNC(=O)c2cccnc2)cc1
    -8%	0.0%	0.4%	58	·	-1.0%	i	-0.7	3%	-16%	13
CCn1c(CC(=O)Nc2ccc(Cl)c(Cl)c2)nnc1SCc1ccc(Cl)cc1
    37%	-0.3%	-0.5%	30	-5%	3.0%	i	1.1	4%	12%	29
Cc1cc(Cl)ccc1NC(=O)C1CCCN1C(=O)c1cccs1 (stereo unspecified)
    ·	1.2%	0.0%	105	-4%	1.1%	i	-0.1	5%	3%	53
O=C(c1cc(-c2ccncc2)nc2ccc(Br)cc12)N1CCN(Cc2ccc3c(c2)OCO3)CC1
    -58%[20 µM]	-0.1%	2.1%	55	6%	-3.4%	i	11	8%	-4%	58
COc1cc2cc(CN(CCCN3CCOCC3)Cc3nnnn3Cc3ccccc3)c(=O)[nH]c2cc1OC
    -23%	0.2%	-0.1%	55	9%	3.1%	i	-0.6	22%	-2%	34
COC(=O)c1ccc(CN(c2ccccc2OC)S(=O)(=O)c2cccs2)o1
    20%	-0.2%	-0.4%	60	-1%	-1.5%	i	1.5	4%	-13%	46
CCCCc1nc(S(=O)(=O)c2ccc(Cl)cc2)c(N2CCOCC2)o1
    21%	-0.4%	0.2%	51	4%	-4.9%	i	-0.1	3%	-23%	42
CCOc1ccc(-c2cc(C(=O)NCCCN3CCN(CC)CC3)c3ccccc3n2)cc1
    -20%	0.0%	55%	73	18%	2.1%	i	-0.2	-5%	-4%	2
COc1cccc(NC(=S)NN=C2CCCCCC2)c1
    0%	-0.3%	0.6%	104	16%	-4.0%	·	0.9	1%	6%	·
COc1cc(/C=C(\C#N)C(=O)Nc2ccccc2C(=O)O)cc(Cl)c1OC
    -81%	2.1%	-0.6%	42	-20%	3.4%	i	7.8	12%	-13%	10
Cc1ccc(C2CC(C(F)(F)F)n3nc(C(=O)NCCN4CCOCC4)cc3N2)cc1 (stereo unspecified)
    19%	-0.1%	-0.2%	78	16%	-1.3%	i	-1.8	-10%	3%	63
O=C(NCC1CCCO1)c1cc2c([nH]c3ccccc32)c(-c2cccc(Br)c2)n1 (stereo unspecified)
    -42%[20 µM]	-0.1%	-0.7%	86	26%	0.9%	i	1.1	-4%	-8%	52
CCOc1ccc(C2c3[nH]c4ccccc4c3CCN2Cc2cn(CC)nc2C)cc1 (stereo unspecified)
    -8%	-0.2%	-0.5%	76	-8%	-2.2%	i	-0.7	-4%	-4%	51
N#Cc1c(/N=C/c2ccc(Br)s2)sc2c1CCC2
    4%	-0.2%	·	·	12%	-4.1%	·	·	1%	7%	·
O=C1C2CCCN2C(c2cccs2)N1c1ccc(Cl)cc1 (stereo unspecified)
    -17%	0.0%	-0.3%	103	5%	0.0%	i	-0.8	-10%	1%	30
C=CCNC(=S)NNC(=O)COc1ccc2cc(Br)ccc2c1
    -5%[20 µM]	-0.1%	-1.2%	42	-14%	-6.6%	i	3.5	-3%	2%	53
Cc1ccsc1C(=O)OCC(=O)NCc1ccc2c(c1)OCO2
    11%	-0.1%	1.4%	36	10%	0.9%	i	1.2	4%	-3%	49

# Single values from the list:
# In KOR beta-arrestin-1, N#Cc1c(/N=C/c2ccc(Br)s2)sc2c1CCC2 reads 4%
# In NTR1 ag, C=CCNC(=S)NNC(=O)COc1ccc2cc(Br)ccc2c1 reads 3.5

# Next section.
# Results follow in this order: KOR beta-arrestin-1	GPR55 beta-arrestin	West Nile antiviral	NTR1 ag cell count 20 µM	GPR55 antagonists	KOR beta-arrestin-2	T cell HTS	NTR1 ag	GPR35 antagonists	PhoP inhibition	T cell HTS vesicle-bound %
CN(C)c1nc(NCc2ccccc2)nc(SCC(=O)Nc2ccc(Cl)c(Cl)c2)n1
    1%	-0.1%	-0.9%	67	-3%	2.3%	i	14	7%	-9%	20
COc1cc(Cl)ccc1OCc1cc(C(=O)N(C)CCc2cnn(C)c2)no1
    -1%	-0.2%	-0.4%	62	4%	-2.5%	i	0.0	-23%	1%	6
CNC1=C([N+](=O)[O-])CC([N+](=O)[O-])=C(N2CCNCC2)N1C
    4%	0.6%	0.6%	66	12%	-0.6%	i	-0.1	-25%	1%	34
CCOC(=O)COc1cccc2c(=O)n(CC(N)=O)ccc12
    -10%	1.1%	0.1%	74	2%	-0.9%	i	-1.1	-8%	-8%	21
COc1ccc(CCNC(=O)CSc2nnnn2-c2ccccc2OC)cc1OC
    7%	-0.3%	-0.1%	42	6%	-3.3%	i	2.7	7%	11%	40
Cc1c(-c2ccccc2)[n+](=O)c2c(n1[O-])CCC2
    21%	-0.3%	0.4%	81	10%	1.4%	i	-3.6	2%	-3%	23
CCOC(=O)c1c(NC(=S)NCCc2ccccc2)sc2c1CC(C(C)C)OC2 (stereo unspecified)
    -1%	-0.2%	-1.4%	30	-2%	-6.0%	i	6.7	14%	-1%	29
COCCn1c(N)c(C(=S)NC(=O)c2cccs2)c(=O)[nH]c1=O
    -4%	0.3%	0.2%	67	-6%	10%	i	-0.8	2%	-5%	36

# A different layout for part of the listing above:
canonical_smiles	KOR beta-arrestin-1	GPR55 beta-arrestin	West Nile antiviral	NTR1 ag cell count 20 µM	GPR55 antagonists	KOR beta-arrestin-2	T cell HTS	NTR1 ag	GPR35 antagonists	PhoP inhibition	T cell HTS vesicle-bound %
CCOC(=O)COc1cccc2c(=O)n(CC(N)=O)ccc12	-10%	1.1%	0.1%	74	2%	-0.9%	i	-1.1	-8%	-8%	21
COc1ccc(CCNC(=O)CSc2nnnn2-c2ccccc2OC)cc1OC	7%	-0.3%	-0.1%	42	6%	-3.3%	i	2.7	7%	11%	40
